Bioassay records: PubChem BioAssay, National Center for Advancing Translational Sciences (NCATS)
Pf growth 48h – P. falciparum growth inhibition at 48 hours (one generation); 310,000 compounds, 5.9% hits; P. falciparum luciferase growth in erythrocytes, 48 h; Potency, µM (series often up to 28.7 µM), for the others: at the highest dose activity change, negative = inhibition, usual class: inhibitors; further: potency means the concentration at half of the fitted maximal effect; on the % scale 0 is the no-effect control and ±100 the full control effect
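Cell-based growth assay: transgenic P. falciparum expressing firefly luciferase, cultured in red cells within RPMI 1640 containing 0.5% w/v Albumax, 24 mM bicarbonate and gentamycin. A drop in luciferase activity indicates inhibition.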
HCV inhibitor – blocks hepatitis C virus | AID 651820 | Huh7.5.1 HCVcc-Cre infection, luciferase reporter, 44 h | Potency, µM (top dose mostly 41.8 µM), inactives show top-dose activity change, negative = inhibition, most hits filed as inhibitors | 340,000 compounds, 3.4% hits; further: potency means the concentration at half of the fitted maximal effect; on the % scale 0 is the no-effect control and ±100 the full control effect
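Antiviral activity was scored by luciferase reporter output from cells infected with HCVcc-Cre (~0.5 moi) in presence of compound, 44 h infection period, cells seeded 1,000/well 4 h prior.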
Pf growth 96h – P. falciparum growth inhibition at 96 hours; P. falciparum luciferase reporter growth, 96 h; Potency, µM (series often up to 28.7 µM), without a hit: at the highest dose activity change, negative = inhibition, hits mostly inhibitors; 320,000 compounds, 6.9% hits; AID 504834; further: potency means the concentration at half of the fitted maximal effect; on the % scale 0 is the no-effect control and ±100 the full control effect
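Readout is luminescence from an integrated firefly luciferase in P. falciparum. Red cells, 2% hematocrit and 0.05% parasitemia final, were cultured with compound through two parasite generations (96 hours) at 37 C, 5% CO2.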
CHX counter – affects cycloheximide protein synthesis inhibition readout, counter-screen | max response, % | 300,000 compounds, 12% hits | cell reporter, cycloheximide protein synthesis inhibition counterscreen; in the data active means max response mostly above about 13%, no sharp cut-off; inactive means mostly below about 14%; further: read at 38.3 µM for the half of the compounds with a filed dose; 0% is about no effect
Giardia FBPA inh – Giardia lamblia aldolase inhibition | A8B2U2 | 290,000 compounds, 0.71% hits | purified Giardia FBPA | Potency, µM (series often up to 59.6 µM), for the others: at the top dose activity, negative = inhibition, most hits filed as inhibitors; further: potency means the concentration at half of the fitted maximal effect; on the % scale 0 is the no-effect control and ±100 the full control effect; nearly all actives have a fitted effect of over 55% in size
Target sequence (A8B2U2 whole entry, looked up): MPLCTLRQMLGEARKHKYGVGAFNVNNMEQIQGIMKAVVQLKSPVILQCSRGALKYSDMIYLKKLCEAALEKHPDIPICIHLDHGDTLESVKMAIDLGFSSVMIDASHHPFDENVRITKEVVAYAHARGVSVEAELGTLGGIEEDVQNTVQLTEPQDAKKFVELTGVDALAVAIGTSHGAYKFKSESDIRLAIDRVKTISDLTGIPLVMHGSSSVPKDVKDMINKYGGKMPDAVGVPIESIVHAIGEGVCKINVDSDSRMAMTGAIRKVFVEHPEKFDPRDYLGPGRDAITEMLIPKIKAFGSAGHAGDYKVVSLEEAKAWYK
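40 nM FBPA preincubated 10 min at RT with compound (up to 57.5 uM final), then substrate plus GAPDH/TPI/NAD/arsenate coupling and diaphorase/resazurin added. Fluorescence read after 20 min at RT, 525/598 nm.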
Shiga toxin inh – inhibitors of Shiga toxin in Vero cells; Vero cells, Shiga toxin protein synthesis inhibition reporter; inhibition, % at 38.7 µM; 290,000 compounds, 9.2% hits; in the data active means inhibition mostly above about 28%, no sharp cut-off; inactive means mostly below about 43%; further: 0% is about no effect
* hit, by the source's call; ? = inconclusive; / = not tested or not shown; & = joins results of further samples; [ ] = remark or other dose. Unless noted, the call rests on the fitted dose curve; in most records, active means well fitted curve in the direction sought with a large enough effect; inconclusive means small, poorly fitted or top-dose-only effect, or another doubt; inactive means no such curve, though single readings can be large; an effect the other way counts as inactive or inconclusive. Random draw from the library. Share with any hit: about 24%.

smiles | Pf growth 48h | HCV inhibitor | Pf growth 96h | CHX counter | Giardia FBPA inh | Shiga toxin inh
CC(C)(C)NC(=O)CN(Cc1ccc2c(c1)OCO2)C(=O)CNS(=O)(=O)c1ccccc1 | 10.0% | 13.7% | ? | -3.9 | 1.9% | -6.9
COCCNC(=O)c1ccc(NS(=O)(=O)c2cc(C)ccc2C)cc1 | 17.2% | 4.7% | / | -1.2 | 0.1% | -5.5
O=C(CSc1nnc2ccccn12)Nc1ccc2c(c1)OCCO2 | 322.2%[activator] | 5.7% | 43.9%[activator] | 26.0* | 3.4% | 130.4*
C=C(C)CN(CC)C(=O)CN1C(=O)NC2(CCc3ccccc32)C1=O (stereo unspecified) | 2.5% | 1.8% | 0.1% | -0.4 | / | -32.8
CC(C)Cn1c([N+](=O)[O-])nc2c1c(=O)[nH]c(=O)n2C | ? | ? | ? | -1.7 | ? | 1.8
COc1ccccc1CNS(=O)(=O)CCNC(=O)c1ccccc1 | 5.5% | -4.7%[8.37 µM] | 5.6% | / | / | /
O=C(Nc1nccs1)C(NS(=O)(=O)c1ccc(Br)s1)c1ccccc1 (stereo unspecified) | 9.7% | -5.0% | 4.8% | 0.6 | 1.3% | -9.6
COC(=O)c1ccc(-n2c(C)cc(C(=O)CSc3cccc[n+]3[O-])c2C)cc1 | -27.0% | -12.7% | 0.0% | 4.7 | -0.2% | -23.2
COc1ccc(-c2nnc(SCc3cccc(C#N)c3)o2)cc1 | 14.9% | ? | / | 8.5 | -3.6% | 31.2
COc1ccccc1-c1nnc(Nc2nc3c(OC)cccc3s2)o1 | ? | ? | ? | 11.7 | ? | 45.1*
CCOC(=O)N1CCN(C(=O)COc2ccccc2[N+](=O)[O-])CC1 | 6.1% | 14.5% | 0.4% | 10.3 | 1.3% | -11.0
CCN(CC)c1ccc(/C=N/N2CCOCC2)cc1 | 111.5%[activator] | ? | ? | 52.8* | 10.3% | 51.8*
COCCNC(=S)N(CCc1c(C)[nH]c2ccc(F)cc12)Cc1ccco1 | ? | ? | 2.5% | 6.9 | 15.7% | -6.1
CNC(=S)N(CCc1c(C)[nH]c2ccc(F)cc12)Cc1ccco1 | ? | ? | 0.4% | -1.2 | 7.5% | -3.5
Cc1cc(C)c(C)c(S(=O)(=O)N2CCN(C(=O)C3CCC3)CC2)c1C | ? | ? | -23.4% | / | / | /
CNS(=O)(=O)c1cccc(C(=O)OCC(=O)c2cc(C)n(CC3CCCO3)c2C)c1 (stereo unspecified) | 295.1%[activator] | ? | 383.3%[activator] | / | / | /
COc1ccc(COc2cc(-c3cccc(OC)c3)nc3ccc(NC(=O)c4ccc(OC)cc4)cc23)cc1 | 13.1µM* | 7.08µM* | 4.65µM* | -0.9&-4.8 | -7.4%&-4.6% | -10.9&-12.0
COc1ccc(C(=O)CSc2nnc(-c3cc4ccccc4cc3O)n2Cc2ccco2)cc1 | 2.33µM* | 11.2µM* | -1.0% | 6.7 | 12.2% | 7.1
O=C(CC12CC3CC(CC(C3)C1)C2)NCc1ccccc1 | 12.1% | -7.3% | 15.4% | 1.0 | 2.9% | -5.1
COc1ccc2c(c1)OC[C@H]1[C@H]2N2C(=O)c3cc(OC)c(OC)cc3NC(=O)[C@@]2(C)[C@H]1c1ccccc1 | 2.33µM* | 7.08µM* | 6.57µM* | / | / | /
CCn1c(=O)n(CC)c2cc(NS(=O)(=O)c3ccccc3)ccc21 | 9.3% | 7.9% | 14.6% | -0.8 | -1.3% | -10.4
Cc1ccc(S(=O)(=O)/N=C(\N)Nc2nc(C)c3ccccc3n2)cc1 | 0.6% | 3.5% | 51.3%[activator] | 20.5* | -0.5% | 15.7
CCN(CC(=O)NCc1ccc(Cl)cc1)C(=O)CCOc1ccc(C)cc1 | -22.6% | ? | -3.8% | / | / | /
O=C(NCCc1ccccc1)C1CCC(CNS(=O)(=O)c2ccc(F)cc2)CC1 (stereo unspecified) | 10.7% | -2.8% | ? | 16.1* | / | 16.5
CCc1ccccc1NC(=S)N(CCN1CCOCC1)Cc1ccccc1F | -21.7% | 6.2% | 10.4µM* | -3.5 | 6.0% | -12.0
Cc1cccc(N2C(=O)C(O)=C(C(=O)c3cccs3)C2c2ccc(F)cc2)n1 (stereo unspecified) | 6.8% | 16.1% | -7.0% | -1.1 | 4.9% | -16.3
CC(C)(C)C(=O)c1cnc(Nc2ccccc2)s1 | 83.4%[activator] | -25.4% | 216.2%[activator] | 44.2* | -1.3% | 87.0*
COc1ccc(CC(C)CC(=O)NCCc2ccc(OC)c(OC)c2)cc1 (stereo unspecified) | -11.6% | ? | ? | -0.5 | 4.5% | -5.9
C/C(=N/NC(=O)CCc1c(C)n[nH]c1C)c1cccc([N+](=O)[O-])c1 | -21.3% | 0.7% | 17.8% | -0.8 | 2.4% | -2.2
O=Cc1ccc(O)cc1O | -3.6% | 7.7% | ? | 0.8 | 4.5% | -4.1

(cont.)
smiles | Pf growth 48h | HCV inhibitor | Pf growth 96h | CHX counter | Giardia FBPA inh | Shiga toxin inh
CC(C)c1ccc(NC(=O)CNCC(c2ccccc2)N(C)C)cc1 (stereo unspecified) | ? | -7.1% | ? | -1.4 | -24.3% | 15.5
O=C(Cn1c(=O)c2cccn2c2cccnc21)NCCCN1CCN(c2ccc(F)cc2)CC1 | ? | -20.3% | 3.3% | -7.9 | / | -2.6
Cn1c(=O)c2cc(S(=O)(=O)NCCC(=O)NCc3ccccc3Cl)ccc2n(C)c1=O | ? | -8.7% | 103.3%[activator] | -4.4 | 1.9% | -9.0
CCOC(=O)c1c(C)[nH]c(C)c1C(=O)CSc1nc2ccccc2c(=O)n1-c1ccc(CC)cc1 | ? | 11.2% | 9.28µM* | 6.6 | 0.8% | -2.1
O=C1CN(C(=O)COC(=O)CCS(=O)(=O)c2ccccc2)c2ccccc2N1 | -7.8% | 26.1% | -14.2% | / | / | /
Clc1ccc(-n2nnnc2-c2ccno2)cc1 | ? | 14.7% | 12.1% | -0.9 | -5.1% | 4.5
O=C(Nc1ccn(C2CC(OC(=O)c3ccccc3)C(CO)O2)c(=O)n1)c1ccccc1 (stereo unspecified) | ? | -25.8% | 6.0% | -1.9 | -0.7% | -4.2
CC1(C)CC(=O)C(C=NCCN2CCNC2=O)=C(O)C1 | 4.5% | 10.4% | 43.0% | -3.1 | 8.2% | -14.3
CCOC(=O)c1c(C2CC2)csc1NC(=O)COC(=O)c1cnc(Cl)c(Cl)c1 | -12.4% | -8.6% | -7.8% | -1.1 | 9.2% | -7.6
O=C(NCc1ccccc1Cl)C(=O)NCC1OCCN1S(=O)(=O)c1cccs1 (stereo unspecified) | -19.9% | -26.2% | -14.3% | 21.4* | -0.9% | 27.9
Cc1ccc(-n2c(CCC(=O)O)ccc2-c2cccs2)cc1C | 4.7% | 22.2% | 34.0%[activator] | 7.9* | 27.3% | 39.1
CC(=O)N/N=C(\C)CC(=O)Nc1cccc(C(F)(F)F)c1 | -4.6% | ? | -49.0% | -6.1 | -8.6% | 4.8
CCOc1ccccc1C(=O)N[C@H](C(=O)OCc1cc([N+](=O)[O-])cc2c1OCOC2)C(C)C | 13.1µM* | 20µM* | ? | 3.5 | 0.0% | 11.5
COc1cc2c(cc1NC(=O)CSc1ccc(C)cc1)oc1ccccc12 | 13.2% | 10µM* | 85.5%[activator] | 2.7 | -8.2% | 30.2
Cc1nn(Cc2ccc(Cl)cc2)c(C)c1NC(=O)c1ccc([N+](=O)[O-])cc1 | -9.4% | -3.9% | 8.8% | 7.3 | -0.1% | -12.7
CC1(C)OC(=O)C(=CSc2ccc(C(C)(C)C)cc2)C(=O)O1 | 5.9% | 5.4% | 27.1% | -3.4 | 4.5% | -16.1
Nc1ccc(C2(c3ccc(N)cc3)CCCCC2)cc1 | -3.5% | 1.5% | -16.8% | 19.1 | 7.8% | 9.0
O=C1NCC(CN(c2ccccc2)c2ccccc2)O1 (stereo unspecified) | / | 5.9% | / | -0.8 | 0.4% | 6.0
NP(=O)(OCCCc1ccccc1)Oc1ccccc1Cl (stereo unspecified) | -1.9% | 13.4% | 30.5%[activator] | 0.6 | -11.4% | 1.0
CN1CCN(Cc2cccc(Oc3ccc(Cl)cc3)c2)CC1 | / | ? | ? | 21.5 | -12.3% | 45.4
Cc1c(-c2c(C#N)c(N)nc3c2CCCCCC3)cnn1C | ? | 3.6% | 10.4µM* | 1.5 | 6.0% | -4.5
CC(C)(C)c1ccc(-c2conc2N)cc1 | 251.6%[activator] | -2.2% | / | 47.9* | 7.8% | 110.6*
COc1ccc(N2CC(NS(=O)(=O)c3cccs3)CC2=O)cc1 (stereo unspecified) | 0.6% | 0.8%[8.37 µM] | 1.6% | / | / | /
Cc1ccccc1CN1CCN(C2CCC2)CC1CCO (stereo unspecified) | 0.7% | -8.3% | 14.7µM* | 1.1 | 5.8% | 18.9
COc1ccc(C)cc1S(=O)(=O)N1CCC2(CC1)OCCN2S(=O)(=O)c1cccs1 | ? | -22.0% | ? | / | / | /
O=C(CCc1c[nH]c2ccccc12)NC(Cc1ccccc1)C(=O)O (stereo unspecified) | 4.2% | 14.1% | 6.9% | -0.5 | -1.4% | 24.1
CC(=O)N1CSCC1C(=O)NNS(=O)(=O)c1cccc(C(F)(F)F)c1 (stereo unspecified) | 2.9% | ? | 51.4%[activator] | -1.9 | 1.7% | 20.1
COc1ccc(OC)c(NC(=O)c2cc3ccccc3cc2OC)c1 | -7.9% | ? | ? | 2.4 | -5.2% | 43.3
Cc1ccc(-n2c(SCC(=O)Nc3ccc4c(c3)OCO4)nnc2-c2ccccn2)cc1 | 9.2% | 10.1% | / | -4.0 | 4.7% | -3.7
CCn1cc(CN2CCCC(C(=O)Nc3cccc(-c4cc5ccccc5[nH]4)c3)C2)cn1 (stereo unspecified) | 10.4µM* | ? | 85.7%[activator] | 8.2 | 3.2% | -1.1

By substructure: the compounds so far containing a tert-butyl group
smiles | Pf growth 48h | HCV inhibitor | Pf growth 96h | CHX counter | Giardia FBPA inh | Shiga toxin inh
CC(C)(C)NC(=O)CN(Cc1ccc2c(c1)OCO2)C(=O)CNS(=O)(=O)c1ccccc1 | 10.0% | 13.7% | ? | -3.9 | 1.9% | -6.9
CC(C)(C)C(=O)c1cnc(Nc2ccccc2)s1 | 83.4%[activator] | -25.4% | 216.2%[activator] | 44.2* | -1.3% | 87.0*
CC1(C)OC(=O)C(=CSc2ccc(C(C)(C)C)cc2)C(=O)O1 | 5.9% | 5.4% | 27.1% | -3.4 | 4.5% | -16.1
CC(C)(C)c1ccc(-c2conc2N)cc1 | 251.6%[activator] | -2.2% | / | 47.9* | 7.8% | 110.6*

Shown with each value named: entries from further up.
COc1ccc(COc2cc(-c3cccc(OC)c3)nc3ccc(NC(=O)c4ccc(OC)cc4)cc23)cc1
  Pf growth 48h = 13.1µM*; HCV inhibitor = 7.08µM*; Pf growth 96h = 4.65µM*; CHX counter = -0.9&-4.8; Giardia FBPA inh = -7.4%&-4.6%; Shiga toxin inh = -10.9&-12.0
COc1ccc(C(=O)CSc2nnc(-c3cc4ccccc4cc3O)n2Cc2ccco2)cc1
  Pf growth 48h = 2.33µM*; HCV inhibitor = 11.2µM*; Pf growth 96h = -1.0%; CHX counter = 6.7; Giardia FBPA inh = 12.2%; Shiga toxin inh = 7.1

Next part:
smiles | Pf growth 48h | HCV inhibitor | Pf growth 96h | CHX counter | Giardia FBPA inh | Shiga toxin inh
O=S(=O)(c1ccc(F)c(F)c1)N1CCN(CCc2ccccc2)CC1 | -9.9% | ? | 20.9% | -1.1 | 1.7% | -5.9
Cc1csc(NC(=O)CCCC(=O)c2ccccc2)n1 | -0.4% | 3.9% | ? | 22.0* | -8.1% | 50.0*
CCN(Cc1ccccc1)C(=O)CSc1nc(C)cc(=O)[nH]1 | -3.0% | 7.9% | 29.9% | 5.5 | 1.7% | -4.5
CCC(CC)C(=O)NCCN1CCN(C(=O)C(CC)CC)CC1 | ? | 17.5% | 71.5%[activator] | -2.8 | 2.0% | -20.4
